ASAP1 GAP inh – inhibitors of human ASAP1 ArfGAP activity, primary screen, biochemical, fluorescence polarization; Arf-GAP with SH3 domain, ANK repeat and PH domain-containing protein 1 (Homo sapiens), …; ASAP1-stimulated ARF1 GTP hydrolysis, GDP FP detection; inhibition, % at 16.5 µM; actives 0.19% (n = 360,000); in the data active = inhibition above about 25%;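 also: 0% = vehicle with enzyme and substrate and 100% = no enzyme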
ARFGAP1 inh – inhibitors of rat ARFGAP1 GAP activity, primary screen, biochemical, fluorescence polarization, GDP tracer; Arfgap1-stimulated ARF1 GTP hydrolysis, GDP FP detection; actives 0.26% (n = 360,000); inhibition, % at 16.5 µM; ADP-ribosylation factor GTPase-activating protein 1 (Rattus norvegicus), Q62848;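 active = inhibition above a per-plate limit, mean inhibition of low control wells plus 3 SD, cut at about 25% in these data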;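 also: 0% = DMSO wells with enzyme and 100% = wells lacking Arfgap1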
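Replicates: Single well per compound | Assay system: Truncated rat Arfgap1 GAP domain | Control set: No-Arfgap1 wells (100%) versus DMSO full-reaction wells (0%) | Times: Enzyme reaction 120 min at 25 °C after 20 min preincubation | Reagent: Human ARF1(Δ1-17)-GTP substrate | Measured by: Tracer-displacement fluorescence polarization with EDTA stop, 620/688 nm | Measure: Percent inhibition of Arfgap1-stimulated GTP hydrolysis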
KLK7 zymogen act – proKLK7 zymogen activators, primary screen, biochemical, fluorescence intensity | purified proKLK7, EDANS-DABCYL substrate fluorescence; 100% is mature enzyme control, 0% vehicle | activation, % at 7 µM | actives 0.9% (n = 370,000);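 active = activation above the mean of all tested compounds plus 3 SD, computed per campaign excluding outliers beyond control limits, cut at about 13% in these data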
GC-A act – GC-A stimulated cGMP production enhancers – HEK293 GC-A cells, cGMP TR-FRET, EC30 ANP, primary screen | Atrial natriuretic peptide receptor 1 (Homo sapiens), P16066 | 0% at EC30 ANP, 100% saturating ANP | activation, % at 10 µM | actives 0.14% (n = 370,000) | AID 1671463, 2021; in the data active = activation above about 40%
Target sequence (P16066 whole entry, looked up): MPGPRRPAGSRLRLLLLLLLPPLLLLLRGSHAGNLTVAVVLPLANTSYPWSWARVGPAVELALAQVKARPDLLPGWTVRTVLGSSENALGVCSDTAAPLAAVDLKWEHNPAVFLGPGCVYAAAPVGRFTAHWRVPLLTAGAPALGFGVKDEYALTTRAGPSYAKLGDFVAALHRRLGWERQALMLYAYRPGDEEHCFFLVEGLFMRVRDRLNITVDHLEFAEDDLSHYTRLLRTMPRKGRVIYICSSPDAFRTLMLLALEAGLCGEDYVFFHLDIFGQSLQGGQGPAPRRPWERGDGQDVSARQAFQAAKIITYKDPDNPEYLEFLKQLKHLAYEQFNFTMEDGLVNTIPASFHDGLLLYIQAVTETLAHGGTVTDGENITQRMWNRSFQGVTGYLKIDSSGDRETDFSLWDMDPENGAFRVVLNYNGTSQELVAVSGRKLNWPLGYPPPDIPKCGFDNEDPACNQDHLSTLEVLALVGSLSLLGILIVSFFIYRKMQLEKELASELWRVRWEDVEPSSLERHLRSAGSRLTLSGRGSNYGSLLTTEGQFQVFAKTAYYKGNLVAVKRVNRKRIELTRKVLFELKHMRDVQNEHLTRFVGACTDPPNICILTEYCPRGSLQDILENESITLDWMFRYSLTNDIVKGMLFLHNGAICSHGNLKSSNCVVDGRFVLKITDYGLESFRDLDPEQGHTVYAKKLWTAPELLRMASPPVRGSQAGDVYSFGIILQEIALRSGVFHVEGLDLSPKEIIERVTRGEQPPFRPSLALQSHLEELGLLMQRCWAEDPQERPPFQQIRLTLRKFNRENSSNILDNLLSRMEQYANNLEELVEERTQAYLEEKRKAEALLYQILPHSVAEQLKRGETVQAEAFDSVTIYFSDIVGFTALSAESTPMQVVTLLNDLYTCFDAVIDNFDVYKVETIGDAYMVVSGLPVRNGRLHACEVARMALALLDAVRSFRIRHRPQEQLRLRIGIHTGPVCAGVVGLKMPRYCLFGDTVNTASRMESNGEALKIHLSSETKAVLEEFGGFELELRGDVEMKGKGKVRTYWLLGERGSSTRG
rCAG binder – binders of r(CAG) RNA repeats, primary screen, biochemical, fluorescence; r(CAG) RNA repeat, TO-PRO-1 dye displacement fluorescence; actives 1.3% (n = 370,000); inhibition, % at 3 µM;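 active = inhibition above the plate cutoff, the mean of all test compounds on that plate plus 3 SD, cut at about 35% in these data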;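 also: 0% = DMSO alone and 100% = 100 µM mitoxantrone as full dye displacement; higher means more dye released from RNA so lower well fluorescence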
HGIII-sPLA2 inh – human group III sPLA2 inhibitors, primary screen, biochemical, QFRET, BODIPY PC-A2 liposome substrate | QFRET BODIPY PC-A2 liposome hydrolysis, fluorescence | inhibition, % at 12.2 µM | actives 0.56% (n = 370,000) | Group 3 secretory phospholipase A2 (Homo sapiens), Q9NZ20 | AID 743126, 2013;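 active = inhibition above mean plus 3 SD of compounds lying within the high and low control bounds, cut at about 19% in these data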;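 also: 0% = median of test compound wells and 100% = no enzyme DMSO wells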
GC-B act – human GC-B receptor activators, primary screen, HEK293 GC-B cells, cGMP TR-FRET, EC30 CNP; 0% at EC30 CNP, 100% saturating CNP; activation, % at 10 µM; Atrial natriuretic peptide receptor 2 (Homo sapiens), P20594; actives 0.11% (n = 370,000);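 active = activation at 10 µM reaching about 35% in either raw or pattern-adjusted values, limit read from the data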
Tn6 DDE FP – inhibitors of Tn6 peptide binding to fibrin DD(E), primary screen, biochemical, fluorescence polarization, human fibrin, Tn6 probe; Fibrin DD(E) TRITC-Tn6 fluorescence polarization displacement; inhibition, % at 8.3 µM; actives 0.21% (n = 370,000); AID 720509, 2013;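 active = inhibition above a per-campaign cutoff: mean of compounds within control limits plus 3 SD, cut at about 15% in these data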;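 also: 0% = median of all compound wells on the plate and 100% = blocking peptide control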
FXN GAA850 act – FXN promoter activators, primary screen, cell-based, luciferase luminescence, HEK293 lucGAA850 | HEK293 lucGAA850 FXN promoter luciferase reporter, 24 h; percent of 10 µM SAHA response | activation, % at 6 µM | actives 0.56% (n = 360,000) | AID 540364, 2011;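 active = activation above the average of all compounds screened plus 3 SD, cutoff fixed separately per campaign, cut at about 7.5% in these data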;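 also: 0% = DMSO wells and 100% = 10 µM SAHA wells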
ADAM10 inh – human ADAM10 inhibitors, primary screen, biochemical, QFRET, HTS; recombinant ADAM10, EDANS/DABCYL FRET peptide cleavage, 3 h; inhibition, % at 7 µM; actives 0.62% (n = 370,000); AID 720582, 2013;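 active = inhibition above a per-campaign cutoff equal to the mean of compounds falling between control-based bounds plus 3 SD, cut at about 20% in these data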;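 also: 0% = DMSO wells while the 100% control is not disclosed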
* hit, by the source's call; i = inactive; / = no result given. Not a hit list (roughly 4.5% active in at least one column).

SMILES	ASAP1 GAP inh	ARFGAP1 inh	KLK7 zymogen act	GC-A act	rCAG binder	HGIII-sPLA2 inh	GC-B act	Tn6 DDE FP	FXN GAA850 act	ADAM10 inh
COC(=O)CSc1nc(NC(C)=O)nc(C)c1Br	-2	4	-0.1	0	0	-6	2	0	-1.8	10
Cc1ccc(-c2ccc(=O)n(CC(=O)NCc3ccc(F)cc3)n2)cc1	-4	5	0.1	-2	-1	-3	0	5	0.8	-26
CCOC(=O)c1ccccc1NS(=O)(=O)c1cnn(CC)c1C	-3	-15	0.2	1	-3	-3	1	4	3.0	-4
NS(=O)(=O)c1ccc(CNC(=S)NC2CCCC2)cc1	7	29*	-0.2	4	0	12	-1	-4	-1.1	-8
O=[N+]([O-])c1cccnc1N1CCN(c2ccc(F)cc2)CC1	-2	-11	0.2	-4	-4	1	0	10	0.9	-2
Cc1[nH][nH]c(=O)c1C(c1ccc(-c2ccc(Cl)c(Cl)c2)o1)c1c(C)[nH][nH]c1=O	16	4	-0.8	-5	38*	-13	-1	-1	-6.7	2
Cc1cc(Cn2ccnc2)c(C)c([N+](=O)[O-])c1Cn1ccnc1	3	-14	-0.1	2	-3	2	3	2	-0.7	-1
CCOCCCn1c(=NC(=O)c2cccs2)c(C#N)cc2c(=O)n3ccccc3nc21	-1	3	53*	7	-2	0	-5	4	1.8	i
Cc1ccc(S(=O)(=O)N2CCN(C)CC2)cc1C(=O)NC1CCCCC1	2	0	0.0	1	-7	4	12	3	1.7	0
O=C(CCc1c[nH]c2ccccc12)Nc1ncccc1O	-13	-7	-0.2	-4	1	-4	-3	9	1.6	-20
Cc1c(Cl)cccc1NC(=O)CC(Cc1ccccc1)C(=O)O (stereo not drawn)	6	3	0.2	-2	1	0	8	-1	0.6	-4
CCN(CC)S(=O)(=O)c1ccc(N2CCN(S(=O)(=O)c3ccccc3C#N)CC2)nc1	2	-1	0.3	2	0	3	2	7	1.1	9
N#Cc1c2c(c(Nc3ccccc3)n3c1nc1ccccc13)CCC2	5	12	0.1	54*	5	-18	8	3	-1.2	-7
COc1ccccc1CNC(=O)CN(CCc1ccccc1)S(C)(=O)=O	-11	6	0.2	0	-8	-5	3	3	3.4	0
O=C1Nc2ccccc2C1(O)c1ccccc1O (stereo not drawn)	15	1	-0.6	6	-4	-2	0	-1	-0.8	3
COc1ccc(N2CCN(C(=O)CSc3nc4[nH]ncc4c(=O)n3-c3ccc(Br)cc3)CC2)cc1	-15	-2	-0.3	-4	5	-18	9	3	-1.8	8
Cc1ccc(C)c(SCC(=O)Nc2cc(S(=O)(=O)N3CCOCC3)ccc2C)c1	1	5	0.6	-2	0	-6	5	0	2.5	-8
Cc1ccc(C(=O)Nc2cccc(-c3ccc(N4CCOCC4)nn3)c2)cc1C	-7	7	0.6	10	3	-2	10	-11	1.4	11
O=C1CC(N2CCN(Cc3ccc4c(c3)OCO4)CC2)C(=O)N1CCc1ccccc1 (stereo not drawn)	1	-1	0.2	0	-4	-3	1	1	1.0	4
CCOc1ccc(C)cc1S(=O)(=O)n1ccnc1	-11	4	0.8	3	-4	8	8	0	-0.5	0
Cc1ccc(NC(=O)c2ccc(Cl)c(S(=O)(=O)N3CCCC3)c2)nc1	-9	-1	-0.1	0	0	3	5	7	0.1	5
CC1CCC2(CC1)NC(=O)N(CC(=O)Nc1ccc3c(c1)OCO3)C2=O (stereo not drawn)	0	0	-0.9	1	2	1	0	-6	2.6	-7
c1ccc(Cn2ncc3c(N4CCOCC4)ncnc32)cc1	-10	15	0.0	8	-2	1	6	4	3.3	1
Nc1ncnc(NCc2ccc(F)cc2)c1[N+](=O)[O-]	12	14	0.6	6	-1	1	-3	-6	-3.6	1
CCC(=O)Nc1ccc(C(=O)CSc2nc3ccccc3[nH]2)cc1	0	0	0.2	-11	16	-14	-3	5	0.6	-5
CCCCNc1cccc2c1S(=O)(=O)N[C@@H](CC(C)C)CO2	6	10	0.1	0	2	2	8	-10	/	-4
O=C1/C(=C/c2ccccc2)Nc2ccccc21	13	-3	0.4	-2	10	-7	-4	-8	1.7	-24
Cc1ccc(C)c(NC(=O)C2(C)CC3c4ccccc4C2c2ccccc23)c1 (stereo not drawn)	5	4	0.2	0	1	-3	-8	1	2.5	6
c1cncc(-c2nn3c(Cn4cnc5ccccc54)nnc3s2)c1	-13	0	0.3	4	-3	0	4	5	2.1	-5
O=C(c1ccc2c(c1)OCCO2)C1CCN(S(=O)(=O)c2ccc(F)cc2)CC1	-3	-5	-0.3	-22	4	4	-14	1	2.1	-5
O=C(Nc1ccc(Cl)c([N+](=O)[O-])c1)c1cnccn1	-1	8	-1.0	1	13	-2	-3	-1	1.2	-4
CCOc1ccc(C(=O)N/N=C/c2ccc(-c3ccc(S(=O)(=O)Nc4ncccn4)cc3)o2)cc1	-4	10	-0.8	2	57*	-21	1	-6	-0.2	-460
Cc1cc(C)cc(-c2c(C(=O)c3ccccc3)[nH]c(N)c2C(=O)NCCc2c[nH]c3ccccc23)c1	/	/	/	-11	/	-54	-1	-1	/	4
CCOC(=O)C(C#N)C(=N)C1C(=O)OC2CCCCC21 (stereo not drawn)	6	9	-0.2	5	1	2	-1	-3	0.1	-7
O=C(/C=C(\Nc1ccccc1)c1ccccc1)c1ccccc1	5	-2	0.1	-2	5	-5	-5	-2	/	2
O=C(O)c1ccc(C2(c3ccc(C(=O)O)cc3)OC(=O)c3ccccc32)cc1	3	1	0.2	1	-3	0	6	-5	-1.5	4
CN(C(=O)COC(=O)c1cc2ccccc2cc1O)C1CCCCC1	-5	12	2.7	1	2	-16	4	9	0.9	-6
C/C(=N\NC(=O)Cn1ccc(C(F)(F)F)n1)c1ccco1	-5	-12	-0.2	1	5	0	0	-4	1.2	1
CCCC1(c2ccccc2)NC(=O)N(CC(=O)NCc2ccc(C)cc2)C1=O (stereo not drawn)	-2	4	0.3	8	5	0	5	-3	0.5	-6
CS(=O)(=O)N(CC(=O)N1CCCC1)c1ccc(OCc2ccccc2)cc1	2	4	-0.3	1	-7	0	0	-3	-0.1	-6
O=C1CCC(C(=O)N2CCN(c3cnccn3)CC2)CN1CCc1ccccc1 (stereo not drawn)	0	6	2.4	4	-2	8	-1	-10	-0.5	-90
Cc1cc2cc(CNC(=O)c3ccc(Br)o3)ccc2[nH]1	-4	-7	-0.3	0	9	6	2	4	-1.1	-8
COc1cc(OC)cc(C(=O)Nc2ccc(C(=O)NCC3CCCO3)cc2)c1 (stereo not drawn)	12	-6	0.5	-4	-7	6	3	1	1.1	0
CC(=O)c1cccc(NC(=O)N2CCC(NC(=O)c3ccco3)CC2)c1	4	2	0.5	0	0	4	3	7	-2.5	4
CCc1noc(C)c1C(=O)NC1CCCc2c1cnn2-c1ccc(C(C)(C)C)cc1 (stereo not drawn)	-7	-11	-0.2	-4	2	-4	1	-1	1.5	-5
O=C(Nc1nc(-c2nc3ccccc3s2)cs1)c1ccc(S(=O)(=O)N2CCOCC2)cc1	9	12	-0.2	3	8	-2	-9	-2	1.4	14
NC(=NCCc1c[nH]c2ccccc12)NS(=O)(=O)c1cc(F)ccc1F	-5	1	0.1	1	3	-86	12	-3	1.1	2
COc1cc(CNc2ccc(N3CCCCC3)cc2)ccc1OCC(=O)NC(C)(C)C	5	-3	-2.4	-2	6	-1	-1	-8	-1.5	1
Cc1cc(NCCNC2=CC(=O)CCC2)nc2ccccc12	-4	8	-0.3	4	2	1	-2	-2	-0.1	-15
CCOc1ccc(S(=O)(=O)N(CC)CC(=O)NCc2cccnc2)cc1	11	12	0.2	3	-3	8	7	-11	1.0	-17
COc1ccc(CCNC(=O)CCn2c(SCC#N)nc3ccccc3c2=O)cc1OC	-20	1	0.3	1	0	4	5	-11	1.8	7
COC(=O)CSc1nnnn1-c1ccccc1	-6	-3	-0.3	-4	4	-6	-3	-3	-3.1	8
Cc1ccc(NS(=O)(=O)c2cc(C(=O)NCc3cccnc3)ccc2C)cc1	-8	5	-0.6	-5	0	-5	5	5	1.0	-3
CCc1nnc(SCC(=O)NC2CC2)n1CC	3	1	-0.3	2	-1	3	-1	1	3.6	-2
O=C(Nc1ccc(N2CCOCC2)c(S(=O)(=O)Nc2ccc(Cl)cc2)c1)c1cnccn1	-11	5	1.4	-5	3	-2	-4	0	2.4	12
COc1ccc(CSc2ccc(-c3nc4ccccn4c3NCc3ccccc3)cc2OC)cc1	2	1	-41	13	13	-7	0	2	-2.8	-395
Cc1cc(C)c2nc(-c3ccccn3)cc(C(=O)Nc3ccc(S(=O)(=O)Nc4cc(C)on4)cc3)c2c1	-1	0	-0.1	-2	5	-3	2	-3	2.5	-4
COc1cccc(C2C(C(N)=O)=C(C)Nc3nc(CCCO)nn32)c1 (stereo not drawn)	-12	-3	-0.4	-1	2	13	2	-7	2.3	3
CCC(Sc1nc2cc3c(cc2c(=O)n1Cc1ccco1)OCO3)C(=O)NCCOC (stereo not drawn)	-7	-2	0.4	-5	-2	5	-6	4	-3.4	5
CCCCn1cnc2c(=O)[nH]ccc21	/	/	-1.2	5	2	0	-4	4	/	6
N#CC1(NC(=O)COC(=O)c2cc(=O)[nH]c3ccccc23)CCCCC1	6	5	-49	-2	4	10	7	-8	1.5	-80
O=C(CN(C(=O)CCC(=O)Nc1ccccn1)C1CCCC1)NCc1ccccc1	-25	9	-0.5	1	-9	9	3	-4	-1.2	0
Cc1nc(NC(=O)COC(=O)C2CC2C)c(Cl)cc1Cl (stereo not drawn)	-3	4	-1.0	2	4	12	0	-3	0.3	-14

High-throughput results as filed in PubChem.
